HSF1 activator: increases HSF-1 driven luciferase reporter signal. NIH3T3-HGL HSF-1 luciferase reporter, MG132, 8 h; 100% = twice DMSO control signal. activation, % at 9 µM. 300,000 compounds, 1.7% hits;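 active = mean replicate activation of at least 50% with a set share of replicates each reaching 50%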;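 also: 0% = median of the neutral control wells and 100% = twice that signal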
Platelet DG rel: platelet dense granule release activity | human platelet-rich plasma, SFLLRN dense granule ATP release, luminescence | inhibition, %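 (compounds screened at 7.5 µM in platelet-rich plasma)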 | 300,000 compounds, 0.22% hits;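 active = mean replicate score, as percent of positive control, at or above 50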
GSK3 alpha inh: blocks human GSK-3 alpha kinase; P49840; ADP-Glo luminescence, 60 min; inhibition, % at 10 µM; 320,000 compounds, 0.1% hits;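 in the data active = inhibition above about 50%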;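 also: GST-tagged GSK-3 alpha with peptide substrate and 25 µM ATP; 0% = DMSO neutral wells and 100% = GW8510 positive control wells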
GSK3B inh: inhibitors of human GSK3beta kinase; GST-GSK3beta kinase, ADP-Glo luminescence, 60 min; hits give low values; activity score (negative = inhibition), % at 10 µM; 300,000 compounds, 0.038% hits;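 active = more than half of replicate wells score below -50%, meaning over 50% inhibition versus plate controls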;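 also: 0% = median DMSO wells and -100% = median GW8510 positive control wells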
Target sequence (P49841 whole entry, looked up): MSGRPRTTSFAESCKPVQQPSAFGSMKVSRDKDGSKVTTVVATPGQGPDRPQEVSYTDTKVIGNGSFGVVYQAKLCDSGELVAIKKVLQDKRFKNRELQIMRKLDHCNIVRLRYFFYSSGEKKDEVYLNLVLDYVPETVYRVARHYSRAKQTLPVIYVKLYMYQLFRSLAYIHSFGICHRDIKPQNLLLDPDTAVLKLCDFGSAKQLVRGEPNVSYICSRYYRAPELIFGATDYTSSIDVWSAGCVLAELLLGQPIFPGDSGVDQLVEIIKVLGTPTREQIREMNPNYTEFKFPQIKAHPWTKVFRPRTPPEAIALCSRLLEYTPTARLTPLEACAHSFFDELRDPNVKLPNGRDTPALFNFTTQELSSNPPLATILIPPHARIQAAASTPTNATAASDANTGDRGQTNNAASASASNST
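test system = GST-tagged human GSK3beta kinase, cell-free | reagent = 25 µM ATP with peptide substrate | dosing = one dose of 10 µM per compound | schedule = 60 min reaction, RT | detection = luminescent ADP-Glo measurement of ADP formed | control set = DMSO neutral wells and GW8510 at 20 µM as positive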
HSP90 refold inh: blocks HSP90-mediated luciferase refolding in reticulocyte lysate. Rabbit reticulocyte lysate, luciferase refolding luminescence, 3 h. inhibition, % at 5.6 µM. 290,000 compounds, 0.91% hits;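 active = inhibition above the screen-wide mean plus 3 SD, computed separately per campaign, cut at about 16% in these data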;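 also: 0% = DMSO wells and 100% = 60 µM geldanamycin wells; inhibitors lower the luminescence because luciferase stays unfolded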
HDAC3 inh: blocks human histone deacetylase 3; AID 2718; O15379; recombinant HDAC3, fluorogenic peptide/trypsin coupled, fluorescence; 320,000 compounds, 0.15% hits; inhibition, % at 8.3 µM; in the data active = inhibition above about 26%, passing the limit was not always enough
Target sequence (O15379 whole entry, looked up): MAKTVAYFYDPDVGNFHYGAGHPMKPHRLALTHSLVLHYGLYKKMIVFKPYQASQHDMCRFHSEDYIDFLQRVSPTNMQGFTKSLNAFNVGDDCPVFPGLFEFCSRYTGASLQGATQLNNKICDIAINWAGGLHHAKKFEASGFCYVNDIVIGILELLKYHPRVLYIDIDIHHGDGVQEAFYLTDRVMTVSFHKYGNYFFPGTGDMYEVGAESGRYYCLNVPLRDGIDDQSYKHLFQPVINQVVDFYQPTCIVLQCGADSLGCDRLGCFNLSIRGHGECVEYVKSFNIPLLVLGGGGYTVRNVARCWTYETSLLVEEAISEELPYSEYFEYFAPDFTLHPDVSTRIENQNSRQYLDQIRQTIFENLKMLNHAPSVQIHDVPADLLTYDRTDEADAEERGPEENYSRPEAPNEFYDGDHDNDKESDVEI
PolyA inh: blocks polyadenylation in yeast reporter cells | AID 1875 | 300,000 compounds, 0.02% hits | calls only at 12 µM | S. cerevisiae SKY197-pL101 polyadenylation reporter, beta-gal luminescence; efflux-impaired pdr1/pdr3 knockout yeast; score 100 = 6 SD above DMSO;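 active = lowest replicate activity score at least 50, where 100 means six control SD above control mean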;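 also: yeast exposed to compound for 9 h at 30 °C; higher score means more reporter readthrough which indicates perturbed polyadenylation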
HSF1 inhib: HSF1 inhibition. 300,000 compounds, 0.77% hits. activity change, negative = inhibition, % at 7.5 µM (by protocol). AID 2098. NIH3T3-HGL HSE-luciferase, MG132-induced, luminescence 8 h; hits give low values;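 active = more than half of replicate wells show activity change below -50%, luminescence cut by over half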;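 also: luciferase reports HSF-1 transcriptional activity via heat shock element; 0% = median of DMSO wells and -100% = zero luminescence signal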
AI-2 QS modul: modulates the Vibrio harveyi AI-2 quorum sensing system; Vibrio harveyi JMH597 AI-2 luminescence/OD600 ratio, 9 h; hits give low values; strain lacks LuxN and CqsS sensors; 0 = neutral-control median; activity change, % at 7.5 µM; 300,000 compounds, 0.4% hits; in the data active = activity change below about -75%, passing the limit was not always enough;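 also: luminescence divided by OD600 gain over 9 h not by final OD600 alone; inactives centre near 13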
Dyrk1A ADPGlo: blocks rat Dyrk1A kinase activity; Q63470; ADP-Glo luminescence, NFATc1 peptide; inhibition, % at 12.5 µM; 310,000 compounds, 0.43% hits; in the data active = inhibition above about 50%;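 also: plate controls were vehicle with enzyme for no effect and no enzyme for full effect; many of its hits are not listed in these tables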
An asterisk follows results filed as active. Some of the compounds tested; count on the stated rates, not on these rows.

How did COc1ccc(OCC(=O)Nc2cc(C)c(Cl)cc2OC)c([N+](=O)[O-])c1 do in these assays?
HSF1 activator: 27; Platelet DG rel: 3; GSK3 alpha inh: 1; GSK3B inh: -5; HSP90 refold inh: -5; HDAC3 inh: -9; PolyA inh: inactive; HSF1 inhib: -3; AI-2 QS modul: -2; Dyrk1A ADPGlo: 0

What do the screens show for `CCN(CC)S(=O)(=O)c1ccc(O)c(NS(=O)(=O)c2ccccc2F)c1`?
HSF1 activator: 11; Platelet DG rel: 2; GSK3 alpha inh: -2; GSK3B inh: -5; HSP90 refold inh: -1; HDAC3 inh: 0; PolyA inh: inactive; HSF1 inhib: -1; AI-2 QS modul: 18; Dyrk1A ADPGlo: -5

What do the screens show for `CC(=O)OC1c2ccccc2C(=O)N1Cc1ccccc1` (centres undefined)?
HSF1 activator: -9; Platelet DG rel: -2; GSK3 alpha inh: -3; GSK3B inh: -1; HSP90 refold inh: 0; HDAC3 inh: 5; PolyA inh: inactive; HSF1 inhib: 4; AI-2 QS modul: 23; Dyrk1A ADPGlo: 3

Results for Cc1nnc(SCC(=O)N2CCCCCC2)n(N)c1=O ?
GSK3 alpha inh: 0; GSK3B inh: 4; HSP90 refold inh: -2; HDAC3 inh: 0; AI-2 QS modul: 29

Results for CC1(C)CCC[C@]2(C)[C@H]3CC(=O)O[C@]3(C)CC[C@@H]12 ?
HSF1 activator: -9; Platelet DG rel: 0; GSK3 alpha inh: -2; GSK3B inh: -3; HSP90 refold inh: 1; HDAC3 inh: -2; PolyA inh: inactive; HSF1 inhib: -6; AI-2 QS modul: -5; Dyrk1A ADPGlo: -4

Results for COCCNc1nc2c(c(=O)n(Cc3cccc(Br)c3)c(=O)n2C)n1C ?
HSF1 activator: -1; Platelet DG rel: 8; GSK3 alpha inh: -3; GSK3B inh: 5; HSP90 refold inh: 0; HDAC3 inh: -1; PolyA inh: inactive; HSF1 inhib: -4; AI-2 QS modul: 11; Dyrk1A ADPGlo: -4

How did CC(NCC(=O)NC(=O)NC1CCCC1)c1ccc(Cl)cc1Cl (centres undefined) do in these assays?
HSF1 activator: -9; Platelet DG rel: -1; GSK3 alpha inh: -2; GSK3B inh: 2; HDAC3 inh: 6; PolyA inh: inactive; HSF1 inhib: -4; AI-2 QS modul: 7; Dyrk1A ADPGlo: -5

How did O=C(O)COc1ccc(S(=O)(=O)c2ccc(OCC(=O)O)cc2)cc1 do in these assays?
HSF1 activator: -2; Platelet DG rel: 1; GSK3 alpha inh: -6; GSK3B inh: -1; HSP90 refold inh: 1; HDAC3 inh: 0; PolyA inh: inactive; HSF1 inhib: -4; AI-2 QS modul: 9; Dyrk1A ADPGlo: 0

Results for CCN(CC)C(=O)c1cccc(NC(=O)CC23CC4CC(CC(C4)C2)C3)c1 ?
HSF1 activator: 14; Platelet DG rel: 0; GSK3 alpha inh: -3; GSK3B inh: 3; HSP90 refold inh: 1; HDAC3 inh: -3; PolyA inh: inactive; HSF1 inhib: 0; AI-2 QS modul: 29; Dyrk1A ADPGlo: 2

Results for COC(=O)C(C)Sc1ncnc2c1nnn2-c1ccc(F)cc1 (centres undefined) ?
HSF1 activator: 126*; Platelet DG rel: -1; GSK3B inh: 1; HSP90 refold inh: -2; HDAC3 inh: -2; PolyA inh: inactive; HSF1 inhib: 88; AI-2 QS modul: 14; Dyrk1A ADPGlo: 0

What do the screens show for `O=C(Nc1ccccc1)c1ccccc1CCc1ccccc1`?
HSF1 activator: 9; Platelet DG rel: 0; GSK3 alpha inh: 5; GSK3B inh: 3; HSP90 refold inh: -1; HDAC3 inh: 5; PolyA inh: inactive; HSF1 inhib: 0; AI-2 QS modul: 6; Dyrk1A ADPGlo: 16

What do the screens show for `CC(C)n1nc(C(=O)Nc2nc3ccccc3[nH]2)c2ccccc2c1=O`?
HSF1 activator: 3; Platelet DG rel: 2; GSK3 alpha inh: -3; GSK3B inh: 2; HSP90 refold inh: 2; HDAC3 inh: 1; PolyA inh: inactive; HSF1 inhib: -3; AI-2 QS modul: 11; Dyrk1A ADPGlo: 14

What do the screens show for `Cc1cc(C)c(NC(=O)C[N+](C)(C)CC(O)COc2cccc3ccccc23)c(C)c1` (centres undefined)?
HSF1 activator: 46; Platelet DG rel: 1; GSK3 alpha inh: 5; GSK3B inh: -5; HSP90 refold inh: 3; HDAC3 inh: 3; PolyA inh: inactive; HSF1 inhib: 22; AI-2 QS modul: -3; Dyrk1A ADPGlo: 3

Results for CCOC(=O)C1CCN(C(=O)CCCn2nc(CC)n3c(cc4occc43)c2=O)CC1 ?
HSF1 activator: -14; Platelet DG rel: 4; GSK3 alpha inh: -7; GSK3B inh: -2; HSP90 refold inh: 3; HDAC3 inh: 3; PolyA inh: inactive; HSF1 inhib: -1; AI-2 QS modul: 25; Dyrk1A ADPGlo: 6

What do the screens show for `COc1ccc(NC(=O)CN(C)C(=O)c2ccc(NS(=O)(=O)c3cccc([N+](=O)[O-])c3)cc2)cc1`?
HSF1 activator: -6; Platelet DG rel: -8; GSK3 alpha inh: -4; GSK3B inh: 0; HDAC3 inh: 3; PolyA inh: inactive; HSF1 inhib: -4; AI-2 QS modul: 21; Dyrk1A ADPGlo: 17

How did O=C(NCc1cccnc1)c1cc(Sc2ccccc2Cl)nc2ccccc12 do in these assays?
HSF1 activator: 39; Platelet DG rel: 24; GSK3 alpha inh: -2; GSK3B inh: -1; HSP90 refold inh: 2; HDAC3 inh: 1; PolyA inh: inactive; HSF1 inhib: 8; AI-2 QS modul: 12; Dyrk1A ADPGlo: -2

What do the screens show for `CCOc1ccc(C2=CC(c3ccccc3)n3ncnc3N2)cc1` (centres undefined)?
HSF1 activator: -14; Platelet DG rel: -7; GSK3B inh: 2; HDAC3 inh: -30; PolyA inh: inactive; HSF1 inhib: -4; AI-2 QS modul: 0; Dyrk1A ADPGlo: 6

Results for CCn1c(COc2ccccc2)nnc1SCC(=O)c1cccc([N+](=O)[O-])c1 ?
HSF1 activator: 13; Platelet DG rel: -6; GSK3 alpha inh: 1; GSK3B inh: -3; HSP90 refold inh: -1; HDAC3 inh: 5; PolyA inh: inactive; HSF1 inhib: 5; AI-2 QS modul: 20; Dyrk1A ADPGlo: 4

Results for Cc1cc(=O)[nH]c(SCC(=O)N2CCCCC2)n1 ?
HSF1 activator: 10; Platelet DG rel: 0; GSK3 alpha inh: -3; GSK3B inh: -4; HSP90 refold inh: -4; HDAC3 inh: 4; PolyA inh: inactive; HSF1 inhib: -3; AI-2 QS modul: 0; Dyrk1A ADPGlo: 8

How did COc1cc(/C=C/C(=O)O)cc(OC)c1OC do in these assays?
HSF1 activator: 12; Platelet DG rel: -10; GSK3 alpha inh: -2; GSK3B inh: 2; HSP90 refold inh: 4; HDAC3 inh: -7; PolyA inh: inactive; HSF1 inhib: -4; AI-2 QS modul: 10; Dyrk1A ADPGlo: 4

Three records picked at random from those above, as already listed:
What do the screens show for `COc1ccc(NC(=O)CN(C)C(=O)c2ccc(NS(=O)(=O)c3cccc([N+](=O)[O-])c3)cc2)cc1`?
HSF1 activator: -6; Platelet DG rel: -8; GSK3 alpha inh: -4; GSK3B inh: 0; HDAC3 inh: 3; PolyA inh: inactive; HSF1 inhib: -4; AI-2 QS modul: 21; Dyrk1A ADPGlo: 17

What do the screens show for `CC(C)n1nc(C(=O)Nc2nc3ccccc3[nH]2)c2ccccc2c1=O`?
HSF1 activator: 3; Platelet DG rel: 2; GSK3 alpha inh: -3; GSK3B inh: 2; HSP90 refold inh: 2; HDAC3 inh: 1; PolyA inh: inactive; HSF1 inhib: -3; AI-2 QS modul: 11; Dyrk1A ADPGlo: 14

Results for CCOC(=O)C1CCN(C(=O)CCCn2nc(CC)n3c(cc4occc43)c2=O)CC1 ?
HSF1 activator: -14; Platelet DG rel: 4; GSK3 alpha inh: -7; GSK3B inh: -2; HSP90 refold inh: 3; HDAC3 inh: 3; PolyA inh: inactive; HSF1 inhib: -1; AI-2 QS modul: 25; Dyrk1A ADPGlo: 6

Carrying on:
Results for O=C1CC[C@@H](CN(Cc2ccccn2)Cc2nc(Cc3ccccc3)no2)N1 ?
HSF1 activator: 1; Platelet DG rel: 8; GSK3 alpha inh: -2; GSK3B inh: -4; HSP90 refold inh: 0; HDAC3 inh: 3; PolyA inh: inactive; HSF1 inhib: -4; AI-2 QS modul: 7; Dyrk1A ADPGlo: 3

How did O=C(CSc1nnc(-c2ccccn2)n1Cc1ccco1)Nc1ccc2c(c1)OCO2 do in these assays?
HSF1 activator: 7; Platelet DG rel: -3; GSK3 alpha inh: -6; GSK3B inh: 4; HSP90 refold inh: -2; HDAC3 inh: 9; PolyA inh: inactive; HSF1 inhib: 0; AI-2 QS modul: -3

What do the screens show for `CC1(C)NC(=O)N(CCOc2cccc(Oc3ccccc3)c2)C1=O`?
HSF1 activator: 6; Platelet DG rel: -4; GSK3 alpha inh: 3; GSK3B inh: -1; HSP90 refold inh: 0; HDAC3 inh: 1; PolyA inh: inactive; HSF1 inhib: 2; AI-2 QS modul: 33; Dyrk1A ADPGlo: 0

Results for O=C(CCC(=O)N1CCOc2ccccc21)NCCCN1CCN(Cc2ccccc2)CC1 ?
HSF1 activator: 7; Platelet DG rel: 0; GSK3 alpha inh: 0; GSK3B inh: -5; HSP90 refold inh: 1; HDAC3 inh: -2; PolyA inh: inactive; HSF1 inhib: -2; AI-2 QS modul: 13; Dyrk1A ADPGlo: -5

How did CC(C)n1c(-c2ccccc2)nc(=S)c2c1CCCC2 do in these assays?
HSF1 activator: -1; Platelet DG rel: -3; GSK3 alpha inh: -4; GSK3B inh: -1; HSP90 refold inh: -1; HDAC3 inh: 2; PolyA inh: inactive; HSF1 inhib: -4; AI-2 QS modul: 28

How did Cc1ccc(S(=O)(=O)N/N=C\c2cc([N+](=O)[O-])ccc2Cl)cc1 do in these assays?
HSF1 activator: -15; Platelet DG rel: -2; GSK3 alpha inh: -4; GSK3B inh: -1; HSP90 refold inh: -2; HDAC3 inh: 5; PolyA inh: inactive; HSF1 inhib: 2; AI-2 QS modul: 11

Results for Cc1sc2ncn(CC(=O)N3CCCC(C)C3)c(=O)c2c1S(=O)(=O)N1CCCCC1 (centres undefined) ?
HSF1 activator: 6; Platelet DG rel: -2; GSK3 alpha inh: -1; GSK3B inh: -3; HSP90 refold inh: 3; HDAC3 inh: -2; PolyA inh: inactive; HSF1 inhib: -7; AI-2 QS modul: 4; Dyrk1A ADPGlo: -1

What do the screens show for `Cc1ccc(NS(=O)(=O)c2ccc3c(c2)CC(=O)N3)cc1C`?
HSF1 activator: 10; Platelet DG rel: 0; GSK3 alpha inh: -5; GSK3B inh: -2; HSP90 refold inh: -2; HDAC3 inh: 2; PolyA inh: inactive; HSF1 inhib: -1; AI-2 QS modul: 25; Dyrk1A ADPGlo: -1

Results for CCN(CC(=O)Nc1ccc(OC)cc1)CC(=O)Nc1cccc(C#N)c1 ?
HSF1 activator: 30; Platelet DG rel: -19; GSK3 alpha inh: -2; GSK3B inh: -1; HSP90 refold inh: 6; HDAC3 inh: -4; PolyA inh: inactive; HSF1 inhib: 12; AI-2 QS modul: 10; Dyrk1A ADPGlo: 0
